EBNA-1 inh – blocks EBNA-1 binding to DNA; EBNA-1 DNA binding, fluorescence polarization; inhibition, % at 14.8 µM; 300,000 tested, 0.34% active; AID 1950; in the data active = inhibition above about 28%
RPL19A TOR yeast – alters RPL19A-GFP fluorescence in TOR pathway yeast screen. 330,000 tested, 0.3% active. percent response vs DMSO, % at 10 µM. S. cerevisiae RPL19A-GFP strain, flow cytometry, 3 h; active compounds read low. AID 2025;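 active = percent response vs DMSO below 50%; inconclusive = fewer than 70 events counted for the yeast strain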;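 also: median channel GFP fluorescence of the barcoded RPL19A-GFP strain; ratio of sample median GFP to plate DMSO average so 100% = DMSO; lower means less RPL19A-GFP as with rapamycin TOR inhibition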
proCasp3 act – procaspase-3 (human) activation | P42574 | recombinant procaspase-3 D3A, Ac-DEVD-pNA absorbance 405 nm | 330,000 tested, 0.11% active | activation, % at 8.5 µM;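 active = activation above the mean of all tested compounds plus 3 SD, cut at about 21% in these data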;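 also: 0% = DMSO alone and 100% = DMSO wells spiked with extra 5 µM PC-3 D3A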
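System: Procaspase-3 D3A mutant. Medium: Zinc-free 300 mM NaCl, 50 mM HEPES, 0.01% Triton X-100. Schedule: 1 h preincubation plus 2 h reaction at 25 °C. Measured by: 405 nm absorbance of p-nitroaniline, reads at 0 and 120 min. Read-out: percent activation relative to control range.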
procasp7 counter – counter-screen for procaspase-3 activators: activators of human procaspase-7. recombinant procaspase-7, Ac-DEVD-pNA absorbance 405 nm; D23A/D198A/D206A triple mutant, cannot self-cleave; scale: DMSO 0, 5 µM enzyme 100. activation, % at 8.5 µM. 330,000 tested, 0.093% active;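 active = percent activation above the screen-wide mean plus 3 SD, cut at about 25% in these data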
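Assay system: Uncleavable procaspase-7 mutant enzyme; Input: 2 µM procaspase-7 mutant as dispensed; Also added: DEVD-pNA substrate; Medium: Zinc-free HEPES pH 7.4 with 300 mM NaCl, 0.01% Triton X-100; Timing: 1 h compound preincubation, 2 h substrate cleavage, 25 °C; Measured by: Epi-absorbance of released pNA at 405 nm, two timepoints.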
LAP4 TOR yeast – yeast TOR pathway LAP4-GFP modulation. GFP response vs DMSO, % at 10 µM. 320,000 tested, 0.34% active. S. cerevisiae LAP4-GFP multiplex, flow cytometry GFP, 3 h; median GFP as percent of DMSO wells;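 active = GFP response vs DMSO above a set limit, about the screen mean plus 3 SD, cut at about 150% in these data; inconclusive = under 70 cell events counted for the yeast strain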
AHR act – activators of human aryl hydrocarbon receptor | AHR-responsive luciferase reporter cells, luminescence | activation, % at 5 µM | 320,000 tested, 2.5% active | AID 2796; in the data active = activation above about 47%;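 also: 0% = vehicle wells and 100% = reference agonist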
MEP2 TOR yeast – modulators of TOR pathway MEP2-GFP in S. cerevisiae; S. cerevisiae MEP2-GFP strain, flow cytometry GFP, 3 h; 100% = DMSO control level; AID 2016; GFP response vs DMSO, % at 10 µM; 330,000 tested, 0.51% active;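 active = GFP response versus DMSO above a set limit, roughly screen mean plus 3 SD, cut at about 180% in these data; inconclusive = fewer than 70 cells counted for a yeast strain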;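 also: median GFP fluorescence of the barcode-gated MEP2-GFP cells per well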
ZTA counter – ZTA (EBV) inhibition in EBNA-1 counter-screen; P03206; ZTA-DNA binding, fluorescence polarization; inhibition, % at 11 µM; 320,000 tested, 0.15% active; AID 2234; in the data active = inhibition above about 33%
* = called active by the depositor; ? = inconclusive; nt = no result given; [ ] = remark or other dose.

Every second line gives: MEP2 TOR yeast | proCasp3 act | AHR act | EBNA-1 inh | procasp7 counter | RPL19A TOR yeast | ZTA counter | LAP4 TOR yeast
(1) COCCNC(=O)C(c1ccc(O)cc1)N(Cc1cccs1)C(=O)CCC(=O)Nc1ccccn1 (stereo not given)
    122 | 6 | -2 | -13 | 8 | 97 | -21 | 98
(2) Cc1ccc2cc(C#N)c(N3CCCN(S(=O)(=O)c4ccccc4)CC3)nc2c1C
    110 | 4 | 5 | 4 | -3 | 108 | -10 | 113
(3) Cn1c(=O)c2c(ncn2CC(=O)N/N=C/C(Cl)=C/c2ccccc2)n(C)c1=O
    102 | -2 | -1 | -7 | 1 | 103 | -7 | 103
(4) CC(C)C(NC(=O)c1ccc(C(C)(C)C)cc1)C(=O)N1CCCC1 (stereo not given)
    104 | -3 | 1 | 2 | 14 | 92 | 4 | 90
(5) O=C(COn1nnc2ccc(S(=O)(=O)N3CCOCC3)cc21)Nc1c(F)c(F)c(F)c(F)c1F
    95 | 0 | 0 | 2 | -4 | 94 | -8 | 107
(6) Cc1ccc(C2CC(c3cccs3)=NN2C(=O)CSc2nc(=O)n3cc(C)ccc3n2)cc1 (stereo not given)
    90 | 4 | 5 | 42* | 6 | 93 | -4 | 86
(7) CCCn1cc(SCC(=O)Nc2cc(C)on2)c2ccccc21
    99 | 3 | 4 | -1 | 5 | 96 | -1 | 112
(8) CCCCN(C(=O)c1ccc2c(c1)NC(=O)CS2)c1ccccc1
    100 | -4 | 2 | nt | -1 | 101 | -2 | 94
(9) N#Cc1ccc(C(=O)OCC(=O)Nc2ccc(S(N)(=O)=O)cc2)cc1
    98 | 7 | -2 | -15 | -1 | 96 | 4 | 113
(10) COc1cc(NC(=O)Cc2ccc([N+](=O)[O-])cc2)c(C(=O)O)cc1OC
    113 | -8 | 0 | -10 | -8 | 106 | -24 | 102
(11) CCC1CCCCN1Cc1c(O)ccc2c(=O)c(-c3ccccc3)coc12 (stereo not given)
    102 | -1 | -1 | -6 | 10 | 103 | -18 | 90
(12) O=C(NCC1CCCO1)c1ccc(COc2ccc(Cl)cc2)cc1 (stereo not given)
    99 | -9 | 2 | 0 | 6 | 103 | 10 | 99
(13) CC(=O)Oc1ccccc1N(C(C)=O)S(=O)(=O)c1ccc2ccccc2c1
    101 | -4 | -3 | -10 | 7 | 97 | -5 | 102
(14) COc1cccc(C(=O)N/N=c2\oc3c(OC)cccc3cc2C(=O)NCc2ccccc2)c1
    95 | -4 | 5 | -15 | 5 | 92 | 9 | 96
(15) CCOC(=O)N1CCN(C(=O)c2cccc(NC3=NC4CS(=O)(=O)CC4S3)c2)CC1 (stereo not given)
    117 | -2 | 0 | 11 | 1 | 95 | 2 | 108
(16) COc1ccc(-c2cc(-c3ccccc3)c(C#N)c(SCC(=O)O)n2)cc1
    95 | -1 | 2 | 6 | 2 | 94 | 15 | 104
(17) COc1cc(NC(=O)c2ccc(Br)o2)ccc1NC(=O)c1ccccc1Cl
    105 | 1 | -5 | 2 | -5 | 94 | 6 | 120
(18) CCOC(=O)c1ccc(Nc2cc(C)nc(-c3ccccc3O)n2)cc1
    106 | 1 | 3 | 13 | 2 | 98 | 12 | 106
(19) O=C(c1ccsc1)N1CCN(C(=O)c2cccs2)CC1
    119 | -1 | 5 | -11 | 15 | 112 | 24 | 118
(20) Cn1c(CNC(=O)c2cccs2)nnc1SCC(=O)Nc1ccc(Cl)cc1
    103 | -5 | 1 | -4 | -5 | 99 | 0 | 95
(21) O=C(c1ccc2c(c1)OCCO2)C1CCN(S(=O)(=O)c2ccccc2F)CC1
    97 | -4 | 3 | 6 | -1 | 92 | 4 | 94
(22) COc1cccc(NC(=O)COC(=O)c2cccnc2)c1
    94 | -3 | 1 | -13 | 6 | 97 | 2 | 100
(23) COc1cccc(-c2cc(C(=O)N/N=C/c3ccco3)c3ccccc3n2)c1
    106 | 2 | 44 | -2 | 1 | 102 | 9 | 104
(24) c1ccc(CN2c3ccccc3-c3nc4ccccc4n3C2c2ccccn2)cc1 (stereo not given)
    96 | 7 | 17 | 3 | 14 | 98 | 3 | 91
(25) CCc1ccc(N(C(=O)c2csnn2)C(C(=O)NC(C)(C)C)c2ccccn2)cc1 (stereo not given)
    95 | 0 | 7 | 12 | 0 | 104 | 8 | 93
(26) COC(=O)C1(O)CC(C(C)C)=NN1C(=O)c1ccccc1 (stereo not given)
    102 | 4 | 0 | 8 | -6 | 104 | 9 | 103
(27) COc1ccc(CCN(C(=O)C(F)(F)F)C(C(=O)NC2CCCCC2)c2ccc(C)s2)cc1OC (stereo not given)
    98 | 2 | 5 | -1 | 1 | 96 | -3 | 93
(28) O=C(Cn1ncc2c3ccccc3n(Cc3ccccc3)c2c1=O)NCCN1CCOCC1
    130[may fluoresce violet] | 4 | 2 | 3 | 13 | 29*[may fluoresce violet] | 4 | 83[may fluoresce violet]
(29) C=CC[C@H](CC(=O)N(CCO)Cc1ccccc1)C(=O)N[C@H](COC(=O)[C@H](CC=C)CC(=O)OC(C)(C)C)Cc1ccccc1
    95 | -4 | 1 | nt | -1 | 94 | nt | 96
(30) O=C(NCCCl)NNC(=O)c1cc2ccccc2cc1O
    96 | -8 | 3 | 1 | 0 | 94 | -8 | 101
(31) COc1ccc(-c2coc3cc4oc(=O)cc(-c5ccccc5)c4cc23)cc1F
    96 | 6 | 3 | 4 | 10 | 100 | 0 | 95
(32) CS(=O)(=O)Nc1ccccc1C(=O)N1CCN(c2ccccc2)CC1
    103 | 5 | -1 | 2 | -1 | 102 | -4 | 100
(33) COc1cc(C2CC(=O)c3cnc(N)nc3C2)cc(OC)c1OC (stereo not given)
    98 | -1 | 1 | 11 | -1 | 99 | 7 | 95
(34) Cc1cccc(CN2CCCC(C(=O)N3CCc4ccccc4C3)C2)c1 (stereo not given)
    100 | 4 | 2 | -10 | 6 | 95 | 15 | 98
(35) N#CC1=C(N)NC(=S)C(C(N)=O)C1c1ccccc1F (stereo not given)
    109 | -20 | 0 | -10 | -26 | 107 | -22 | 121
(36) COc1ccc(NC(=S)Nc2ccc(OCc3ccccc3)cc2)c(OC)c1
    99 | -10 | 0 | 10 | -13 | 105 | 15 | 97
(37) O=C(OCc1nnc(-c2ccc(Cl)cc2)o1)c1ccc(O)cc1
    89 | 5 | 2 | 3 | -8 | 90 | -6 | 124
(38) CCOc1cc(C(=S)N2CCCCC2)ccc1OS(=O)(=O)c1ccc(Cl)cc1
    82 | -3 | 3 | -3 | 7 | 79 | 1 | 209*
(39) COc1cccc(CNC(=O)[C@@H](C)N2C(=O)N3CCc4c([nH]c5ccc(OC)cc45)C3(C)C2=O)c1 (stereo not given in full)
    107 | 4 | 1 | 4 | 3 | 94 | -14 | 94
(40) COc1cccc(NC(=O)c2ccn(C)n2)c1
    99 | -2 | 9 | -9 | 6 | 97 | -7 | 103
(41) Cc1cccc(C)c1NC(=O)CSc1nnc(C)c(=O)[nH]1
    126[may fluoresce red and violet] | 1 | 1 | 1 | 0 | ? | -2 | ?
(42) CC(NC(=O)c1ccccc1NC(=O)CN1CCc2ccccc2C1)c1ccccc1 (stereo not given)
    106 | -3 | 10 | -10 | 5 | 103 | 3 | 91
(43) COc1ccccc1N(Cc1cc(=O)[nH]c2ccccc12)C(=O)c1cccc([N+](=O)[O-])c1
    134 | 4 | 32 | -24 | 2 | 99 | -16 | 114
(44) COc1ccc(OC)c(NC(=O)c2cc3n(n2)C(C(F)(F)F)CC(c2ccc4c(c2)OCO4)N3)c1 (stereo not given)
    100 | -4 | 5 | -6 | -9 | 101 | -28 | 106
(45) Cc1cc([N+](=O)[O-])nn1CC(=O)N1CCCc2ccccc21
    nt | 5 | 4 | -8 | 2 | nt | 3 | nt
(46) COCCn1c(N)c(N(Cc2ccccc2)C(=O)c2ccc(C#N)cc2)c(=O)[nH]c1=O
    102 | -1 | -1 | -7 | 10 | 95 | 4 | 111
(47) COc1ccc(NC(=O)c2ccccc2CC[N+](=O)[O-])cc1
    93 | -9 | 7 | 12 | 4 | 93 | -5 | 115
(48) NC(=O)COC(=O)c1cccc(NS(=O)(=O)/C=C/c2ccccc2)c1
    93 | -1 | -1 | 8 | 7 | 98 | 16 | 95
(49) COc1ccc(NC(=O)N2CCN(c3nc4ccccc4n3C(C)C)CC2)cc1
    100 | 1 | -4 | -4 | -4 | 96 | 1 | 99
(50) COc1ccc(N(C(=O)c2ccco2)C(C(=O)NC2CCCC2)c2ccc(N3CCOCC3)cc2)c(OC)c1 (stereo not given)
    80 | -9 | -2 | 7 | 1 | 93 | -12 | 78

Entries of single compounds, quoted from the list:
Results for NC(=O)COC(=O)c1cccc(NS(=O)(=O)/C=C/c2ccccc2)c1 : MEP2 TOR yeast: 93; proCasp3 act: -1; AHR act: -1; EBNA-1 inh: 8; procasp7 counter: 7; RPL19A TOR yeast: 98; ZTA counter: 16; LAP4 TOR yeast: 95
Results for CCOc1cc(C(=S)N2CCCCC2)ccc1OS(=O)(=O)c1ccc(Cl)cc1 : MEP2 TOR yeast: 82; proCasp3 act: -3; AHR act: 3; EBNA-1 inh: -3; procasp7 counter: 7; RPL19A TOR yeast: 79; ZTA counter: 1; LAP4 TOR yeast: 209*
Results for COc1ccc(N(C(=O)c2ccco2)C(C(=O)NC2CCCC2)c2ccc(N3CCOCC3)cc2)c(OC)c1 (stereo not given) : MEP2 TOR yeast: 80; proCasp3 act: -9; AHR act: -2; EBNA-1 inh: 7; procasp7 counter: 1; RPL19A TOR yeast: 93; ZTA counter: -12; LAP4 TOR yeast: 78

3 structures already listed, sorted by number of heavy atoms, ascending.
Every second line gives: MEP2 TOR yeast | proCasp3 act | AHR act | EBNA-1 inh | procasp7 counter | RPL19A TOR yeast | ZTA counter | LAP4 TOR yeast
(37) O=C(OCc1nnc(-c2ccc(Cl)cc2)o1)c1ccc(O)cc1
    89 | 5 | 2 | 3 | -8 | 90 | -6 | 124
(34) Cc1cccc(CN2CCCC(C(=O)N3CCc4ccccc4C3)C2)c1 (stereo not given)
    100 | 4 | 2 | -10 | 6 | 95 | 15 | 98
(44) COc1ccc(OC)c(NC(=O)c2cc3n(n2)C(C(F)(F)F)CC(c2ccc4c(c2)OCO4)N3)c1 (stereo not given)
    100 | -4 | 5 | -6 | -9 | 101 | -28 | 106
